# Arrestin-AP2 inh = inhibitors of human beta-arrestin and AP2 interaction; 340,000 tested, 0.31% active; inhibition, % at 10 µM; FITC-arrestin peptide / GST-AP2 beads, flow cytometry; AP2 beta2 appendage carries R879A mutation; AID 504490;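 active means inhibition above a set limit, near 3 SD of compounds lacking own fluorescence, cut at about 54% in these data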;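 further: plate controls were DMSO wells for no effect and 5 µM unlabelled arrestin peptide for full effect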
#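 System: GST-AP2 R879A bound to glutathione beads, E. coli-expressed. Also added: 50 nM FITC-arrestin peptide. Schedule: compound with beads 12 min RT, then probe 1 h RT. Signal: bead flow cytometry, FITC channel. Read-out basis: percent response.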
# DSG3 Ab inh = inhibitors of pemphigus antibody binding to human desmoglein-3. P32926. DSG3-coupled beads, scFv-anti-DSG3-GFP binding, flow cytometry; hits give low values. binding (percent of control), % at 10 µM. 310,000 tested, 0.48% active. AID 588358;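 active means binding more than 3 SD below its plate's average and above zero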;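 further: hits lower antibody fragment binding to DSG3; some compounds called inactive have numbers as strong as hits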
# HTR5A ag ctr = activates human HTR5A in OPRM1-OPRD1 agonist counter-screen; P47898; HTR5A agonist assay, luminescence, cell-based; activation, % at 9.3 µM; 340,000 tested, 0.61% active; in the data active means activation mostly above about 9.5%, no sharp cut-off; inactive means mostly below about 7.6%;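 further: 0% = cells with vehicle only and 100% = reference agonist; strong numbers were not always called active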
# PKA-R2B act = activators of human PKA-R2B complex. 340,000 tested, 0.079% active. P22694+P31323. PKA-R2B holoenzyme dissociation, Cy5-IP20 fluorescence polarization; R2B truncated from residue 108, S112A mutant; 0% DMSO only, 100% 113 µM cGMP. activation, % at 11.4 µM;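 active means activation above a cutoff set at the mean over all compounds plus 3 SD, cut at about 18% in these data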;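 further: higher means more holoenzyme dissociation and a rise in polarization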
# MOR-DOR ag = agonists of human mu-delta opioid receptor heterodimerization | cells, OPRM1-OPRD1 heterodimerization, luminescence | activation, % at 9.3 µM | 340,000 tested, 0.3% active | AID 504326; in the data active means activation above about 18%;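 further: 0% = vehicle-treated cells and 100% = reference agonist; values of inactives mirror those of a sister screen read the other way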
# Target sequence (P35372 whole entry, looked up): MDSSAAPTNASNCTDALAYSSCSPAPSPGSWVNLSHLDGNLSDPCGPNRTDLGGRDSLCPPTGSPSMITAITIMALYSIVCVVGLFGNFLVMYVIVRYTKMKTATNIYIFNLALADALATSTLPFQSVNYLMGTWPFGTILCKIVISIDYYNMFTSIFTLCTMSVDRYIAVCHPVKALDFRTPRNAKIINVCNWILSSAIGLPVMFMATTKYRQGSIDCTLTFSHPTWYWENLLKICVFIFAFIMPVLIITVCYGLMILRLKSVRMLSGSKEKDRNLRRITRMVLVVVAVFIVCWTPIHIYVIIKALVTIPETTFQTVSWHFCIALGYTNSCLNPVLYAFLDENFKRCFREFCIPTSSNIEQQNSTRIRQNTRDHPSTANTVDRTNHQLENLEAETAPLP
# Target sequence (P41143 whole entry, looked up): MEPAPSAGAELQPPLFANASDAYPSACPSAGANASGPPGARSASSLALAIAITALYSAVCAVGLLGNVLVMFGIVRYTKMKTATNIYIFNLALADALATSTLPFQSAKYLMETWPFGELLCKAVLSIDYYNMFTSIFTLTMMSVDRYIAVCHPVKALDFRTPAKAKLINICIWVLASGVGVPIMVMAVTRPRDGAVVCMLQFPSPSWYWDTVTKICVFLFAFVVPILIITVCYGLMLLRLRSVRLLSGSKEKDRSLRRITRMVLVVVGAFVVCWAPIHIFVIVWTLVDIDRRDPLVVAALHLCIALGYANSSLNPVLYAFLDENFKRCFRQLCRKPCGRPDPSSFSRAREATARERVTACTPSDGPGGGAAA
# DAGLB inh = diacylglycerol lipase beta (human) inhibition; Q8NCG7; inhibition, % at 5.17 µM; HEK293T DAGLB membrane lysate, EnzChek fluorogenic substrate; AID 504411; 340,000 tested, 0.059% active; in the data active means inhibition above about 34%;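 further: 0% = enzyme with vehicle and 100% = wells lacking enzyme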
# PKA-R1A activ = activators of PKA-R1A complex. P00514+P68181. 340,000 tested, 0.083% active. PKA-R1A dissociation, Cy5-IP20 fluorescence polarization; scaled: DMSO 0%, 113 µM cGMP 100%. activation, % at 11.4 µM;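 active means percent activation above the mean of all tested compounds plus 3 SD, cut at about 19% in these data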;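 further: higher means more PKAc released from R1A so a rise in polarization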
# OPRM1-OPRD1 inv = mu-delta opioid heterodimer inverse agonism; P35372+P41143; cell-based MOR-DOR heterodimer luminescence; inhibition, % at 9.3 µM; 340,000 tested, 0.21% active; AID 504357; in the data active means inhibition above about 22%, passing the limit was not always enough;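 further: 0% = cells with DMSO and 100% = wells without cells with DMSO; values of inactives mirror those of a sister screen read the other way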
# V-ATPase pH = regulators of yeast V-ATPase proton transport; S. cerevisiae, pHLuorin cytosolic pH fluorescence; 350,000 tested, 0.37% active; response, % at 10 µM; in the data active means response mostly above about 7.3%, no sharp cut-off; inactive means mostly below about 5.4%; further: actives read high; inactives centre near 0; some compounds called inactive have numbers as strong as hits; reference of the scale not given here
# HTR5A inv ag = inverse agonist of human HTR5A in OPRM1-OPRD1 counter-screen | HTR5A cell line, luminescence, inverse agonism | P47898 | inhibition, % at 9.3 µM | 340,000 tested, 0.083% active; in the data active means inhibition mostly above about 23%, no sharp cut-off; inactive means mostly below about 18%;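 further: 0% = cells with DMSO and 100% = no-cell wells with DMSO; some compounds called inactive have numbers as strong as hits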
# Starred values were filed as active, the others as inactive; . = no result given.
SMILES,Arrestin-AP2 inh,DSG3 Ab inh,HTR5A ag ctr,PKA-R2B act,MOR-DOR ag,DAGLB inh,PKA-R1A activ,OPRM1-OPRD1 inv,V-ATPase pH,HTR5A inv ag
CCCN1CCC(=NNc2ccc(C(=O)O)cc2)CC1,14,98,-1,5,-7.7,3,-4,37*,-1,26
COc1ccc(CC(=O)Oc2ccc(Br)cc2F)cc1S(=O)(=O)N1CCOCC1,-14,98,-8,2,-2.5,-2,1,16,-1,23
Nc1ccc2nc(-c3cccnc3)[nH]c2c1,15,93,3,5,1.7,-1,-5,-11,-1,6
CCOc1ccc(CCNc2nc3ccc(C)cc3n3cnnc23)cc1OCC,-1,124,5,-3,2.3,-2,0,-11,-2,-16
CC1CCN(C(=O)COC(=O)c2ccccc2NCCO)CC1,.,96,.,-7,.,-3,-5,.,.,.
COc1cc2c(cc1OC)-c1cc(NC3CCCCC3)nc(=O)n1CC2,-2,97,-4,2,-0.4,-3,1,2,3,10
CN(C)C(=O)/C(=C/c1cn(-c2ccccc2)nc1-c1cccc([N+](=O)[O-])c1)NC(=O)c1ccccc1,19,111,5,-15,-1.2,-2,2,6,1,-26
COC(=O)N(C)C[C@@H]1OCc2cnnn2CCCC(=O)N([C@@H](C)CO)C[C@H]1C,.,102,.,-5,.,-2,-2,.,-2,.
CN1CCc2c(sc(NC(=O)c3ccc(S(=O)(=O)N4CCCCCC4)cc3)c2C(N)=O)C1,38,.,-5,-4,0.4,-16,-11,-2,1,19
CC(=O)c1cccc(S(=O)(=O)N2CCN(c3ccccc3F)CC2)c1,2,91,4,-11,-0.6,-2,-13,3,12*,-4
Cc1c(O)c2ccccc2oc1=O,15,103,-4,5,-2.9,-2,-4,15,-2,-6
CCCC(C)C(=O)NCc1ccccc1OC (configuration not stated),2,.,2,-5,-1.6,0,-4,8,-1,0
C=CCn1c(-c2cccnc2Cl)nc2cc(Cl)c(Cl)cc21,0,96,3,6,-0.9,0,0,5,2,-21
O=c1c2ccccc2nnn1CSc1nnc(COc2ccc(Cl)cc2)n1Cc1ccco1,11,91,-7,3,3.2,0,-8,-16,0,18
CC(C)NC(=O)C(=O)NCC(c1ccc2c(c1)OCO2)N1CCOCC1 (configuration not stated),3,99,2,-1,-1.9,0,-12,9,-3,10
O=C(CSc1cn(CC(=O)N2CCCCCC2)c2ccccc12)NCC1CCCO1 (configuration not stated),19,.,-1,-11,-1.9,0,0,9,-1,2
O=C(N/C=C/c1ccco1)NCc1ccccc1,13,107,-2,-4,-1.2,3,-8,7,1,6
COc1ccccc1CNC(=O)c1cnc2ccccn2c1=O,4,99,15,-7,-0.8,-3,-3,5,-3,-43
COc1ccccc1-c1c(C)oc2c(CN3CCCC(C)C3)c(O)ccc2c1=O (configuration not stated),2,104,1,0,-2.9,0,-5,13,-1,-4
Cn1c(SCC(=O)NCc2ccccc2)nc2ccccc21,5,99,2,2,-0.8,4,-2,4,4,-5
O=C(Nc1ccc(F)cc1)c1cnc(-c2ccccc2)nc1-c1ccccc1,-12,108,2,6,6.5,-6,6,-31,0,-4
COc1ccc(-n2c(SCC(=O)C(C)(C)C)nc3c(sc(=S)n3-c3ccccc3)c2=O)c(OC)c1,-2,106,1,4,-2.4,-1,-16,11,4,-2
CCOC(=O)c1csc(NC(=O)CN2CCCCC2)n1,-6,90,1,-10,-2.8,-1,5,12,0,-2
O=C(Nc1ccc(F)cc1)C1CCCN(C2=NS(=O)(=O)c3ccccc32)C1 (configuration not stated),-9,.,0,0,-2.0,0,-6,8,2,0
c1ccc(-n2nnnc2Oc2ccc(-c3nnco3)cc2)cc1,20,99,3,6,-0.8,0,0,5,-2,12

# As a working copy, some entries already given:
SMILES,Arrestin-AP2 inh,DSG3 Ab inh,HTR5A ag ctr,PKA-R2B act,MOR-DOR ag,DAGLB inh,PKA-R1A activ,OPRM1-OPRD1 inv,V-ATPase pH,HTR5A inv ag
CCCN1CCC(=NNc2ccc(C(=O)O)cc2)CC1,14,98,-1,5,-7.7,3,-4,37*,-1,26
COc1ccc(CC(=O)Oc2ccc(Br)cc2F)cc1S(=O)(=O)N1CCOCC1,-14,98,-8,2,-2.5,-2,1,16,-1,23
Nc1ccc2nc(-c3cccnc3)[nH]c2c1,15,93,3,5,1.7,-1,-5,-11,-1,6
CCOc1ccc(CCNc2nc3ccc(C)cc3n3cnnc23)cc1OCC,-1,124,5,-3,2.3,-2,0,-11,-2,-16
CC1CCN(C(=O)COC(=O)c2ccccc2NCCO)CC1,.,96,.,-7,.,-3,-5,.,.,.
COc1cc2c(cc1OC)-c1cc(NC3CCCCC3)nc(=O)n1CC2,-2,97,-4,2,-0.4,-3,1,2,3,10
CN(C)C(=O)/C(=C/c1cn(-c2ccccc2)nc1-c1cccc([N+](=O)[O-])c1)NC(=O)c1ccccc1,19,111,5,-15,-1.2,-2,2,6,1,-26
COC(=O)N(C)C[C@@H]1OCc2cnnn2CCCC(=O)N([C@@H](C)CO)C[C@H]1C,.,102,.,-5,.,-2,-2,.,-2,.
CN1CCc2c(sc(NC(=O)c3ccc(S(=O)(=O)N4CCCCCC4)cc3)c2C(N)=O)C1,38,.,-5,-4,0.4,-16,-11,-2,1,19
CC(=O)c1cccc(S(=O)(=O)N2CCN(c3ccccc3F)CC2)c1,2,91,4,-11,-0.6,-2,-13,3,12*,-4
Cc1c(O)c2ccccc2oc1=O,15,103,-4,5,-2.9,-2,-4,15,-2,-6

# Next part:
SMILES,Arrestin-AP2 inh,DSG3 Ab inh,HTR5A ag ctr,PKA-R2B act,MOR-DOR ag,DAGLB inh,PKA-R1A activ,OPRM1-OPRD1 inv,V-ATPase pH,HTR5A inv ag
CCN1C(=O)C2(C(C#N)=C(N)Oc3n[nH]c(C(C)C)c32)c2ccccc21 (configuration not stated),-5,104,2,3,-2.0,-1,-4,12,7,0
Cc1noc(C)c1NC(=O)N1CCN(Cc2ccccc2)CC1,25,.,9,-6,-4.2,-1,-1,21,5,-3
O=C1C2C3C=CC(C4CC34)C2C(=O)N1c1cc(Cl)ccn1 (configuration not stated),10,105,0,8,-1.0,-1,6,5,0,-30
COc1cccc(NC(=O)c2ccc(S(=O)(=O)NCc3cccnc3)cc2)c1,-4,.,1,-15,-0.6,0,1,4,-3,13
CC(=O)C(Sc1nccc(-c2cccs2)n1)C(C)=O,-32,114,-1,-1,-3.7,0,-12,18,6,2
CCN=c1scc(-c2ccc(F)cc2)n1/N=C/c1ccccn1,-3,105,4,-9,1.7,-5,-7,-9,2,30
CC(C(=O)NC1CCCC1)N(C(=O)c1ccc(-c2ccccc2)[nH]1)c1ccccc1F (configuration not stated),-2,100,-2,-9,-1.6,-2,-9,9,1,1
CN(CC(=O)Nc1ccc(Cl)c(Cl)c1)C1CCCCC1,5,110,9,5,10,-8,-10,-49,-6,-34
CN1C(=O)C2(c3ccccc31)N(C)CC(c1ccccn1)C21SC(=S)N(Cc2ccco2)C1=O (configuration not stated),9,106,-2,4,-1.5,-6,0,8,0,-11
CCOc1ccc(C(=O)CCC(=O)NCC(=O)OCc2ccccc2)cc1OCC,13,101,7,-17,0.2,-2,-9,-1,-4,-18
COCc1ccc(-c2c(-c3ccccc3OC)sc3cc4c(cc23)OCO4)cc1,2,105,-4,-2,1.1,-10,-4,-6,0,9
COc1ccc(C2c3ccsc3CCN2C(C)=O)cc1 (configuration not stated),-23,.,1,-2,-0.8,-1,-1,4,-1,-3
CC(Oc1ccc([N+](=O)[O-])cc1)C(=O)NCCCN1CCOCC1 (configuration not stated),11,99,1,6,-0.6,-6,-20,3,-3,-9
Cc1ccc(CNC(=O)C(=O)NCCC2=CCCCC2)cc1,20,107,-2,11,-0.1,3,-14,1,-5,4
O=C(COc1ccc2oc(-c3ccccc3)cc(=O)c2c1)NCc1ccco1,-3,108,2,-8,-2.3,-2,-4,10,-2,9
O=C1NCCC12C(=O)Nc1ccccc12 (configuration not stated),0,96,3,2,-1.6,0,6,8,-1,22
O=C(CCCC(=O)OCC(Cl)=C(Cl)Cl)Nc1ccccc1,2,95,-4,2,1.9,-4,-3,-10,-1,7
c1csc(CNc2ncnc3ccc(-c4ccoc4)cc23)c1,-6,97,1,6,0.2,0,-6,-1,7,-31
COc1cc(Cl)c(C)cc1NC(=O)CSc1nnc(-c2cccnc2)n1Cc1ccco1,-13,106,2,-3,-2.6,1,-5,12,0,4
Cc1ncccc1C(=O)N1CCCC(CNC(=O)c2ccc(-c3ccccc3)cc2)C1 (configuration not stated),7,98,0,5,-1.7,2,-5,9,-3,0
CCOc1ncccc1C(=O)OCC(=O)Nc1ccc2c(c1)CCC2,-5,88,0,-5,-1.1,-6,-2,6,0,1
COc1cccc(-c2nc(CS(=O)(=O)CC(=O)NC3CCC(C)CC3)c(C)o2)c1 (configuration not stated),-7,105,3,-1,5.2,-3,-6,-26,0,-1
CCCCOc1ccc(NC(=O)C(=O)NCCCn2ccnc2)cc1,4,104,2,-2,-3.2,1,-13,16,2,3
COc1ccc(S(=O)(=O)N2CCC(n3cnc4ccccc43)CC2)cc1,40,108,3,-7,0.5,-1,-2,-3,0,-6
O=C(CCCNS(=O)(=O)c1cccc2nsnc12)NCCN1CCN(c2ccccc2F)CC1,5,101,-1,15,-0.3,0,-3,1,0,-2
# (next part)
SMILES,Arrestin-AP2 inh,DSG3 Ab inh,HTR5A ag ctr,PKA-R2B act,MOR-DOR ag,DAGLB inh,PKA-R1A activ,OPRM1-OPRD1 inv,V-ATPase pH,HTR5A inv ag
O=C(Nc1ccccc1F)c1ccc(CSc2ccccc2)o1,-8,102,3,5,7.7,-13,-4,-39,-2,-8
Cc1cc(NS(=O)(=O)c2ccc(NC(=O)C3CCCCC3)cc2)no1,26,90,1,1,-1.3,-1,9,8,-1,-4
O=[N+]([O-])c1ccc(NS(=O)(=O)c2ccccc2)c(Cl)c1,-3,97,-1,-1,-1.0,3,6,5,5,3
CCN(CC)c1ccc(S(=O)(=O)N2CCCCC2)cc1NC(=O)C1=COCCO1,7,94,3,-2,0.1,-4,-3,-1,-2,4
CCCCn1c(SCC(=O)NCc2ccc3c(c2)OCO3)nnc1C(CC)N(C)C (configuration not stated),-6,105,2,-5,-4.5,2,-14,22,-10,6
COc1c(C)cccc1C(=O)NCCCNC(=O)c1ccc(C)nc1,-5,.,-4,7,0.2,-1,-10,-2,-1,9
CC(C)Cc1cc(C(=O)N2CCCC(C(=O)c3cc(F)ccc3F)C2)no1 (configuration not stated),-7,102,-2,-4,3.0,-6,-1,-16,-1,9

# Screening data deposited in PubChem by several laboratories.
